Bioassay records deposited in PubChem BioAssay by several laboratories.
STEP block = inhibitors of human striatal-enriched phosphatase STEP; AID 588621; inhibition, % at 20 µM; P54829; recombinant STEP, OMFP fluorogenic substrate, fluorescence; hit rate 0.25% among 360,000;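 active = inhibition at 20 µM, scaled per plate between control wells, above about 37%, limit read from the data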;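 note: 0% = DMSO with enzyme and substrate and 100% = substrate only without enzyme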
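Measure: Control-normalized % inhibition with plate pattern correction | Test system: STEP phosphatase, cell-free reaction | Medium: pH 6.0 Bis-Tris with DTT and Tween 20 | Technique: Fluorescence, 480/540 nm | Times: Reaction 20 min, ambient temperature | Doses: Single compound dose of 20 µM, 1% DMSO final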
LMPTP block = LMPTP (human) inhibition; P24666; recombinant LMPTP-A, OMFP fluorogenic substrate, fluorescence intensity; inhibition, % at 20 µM; hit rate 0.22% among 360,000;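 active = compounds that cut the enzyme signal by at least half of the control window in the single-dose screen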;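 note: plate controls were DMSO wells with enzyme plus substrate for no effect and substrate without enzyme for full effect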
Target sequence (P24666 whole entry, looked up): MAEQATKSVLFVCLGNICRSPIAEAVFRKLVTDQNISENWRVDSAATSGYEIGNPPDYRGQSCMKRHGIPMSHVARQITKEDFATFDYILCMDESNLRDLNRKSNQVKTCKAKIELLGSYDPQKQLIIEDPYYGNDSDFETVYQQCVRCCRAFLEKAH
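Assay system: LMPTP-A, protein tyrosine phosphatase of low molecular weight / Medium: pH 6.0 Bis-Tris buffer with DTT and Triton X-100 / Schedule: 50 min enzyme reaction at room temperature, protected from light / Measured by: endpoint fluorescence intensity from OMFP dephosphorylation / Read-out basis: % inhibition relative to no-enzyme and uninhibited control wells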
MsrA inhibitor = inhibitors of bovine MsrA; purified bovine MsrA, absorbance read-out; inhibition, % at 15.5 µM; hit rate 0.75% among 360,000; in the data active = inhibition above about 4.5%;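 note: 0% = vehicle wells with enzyme and 100% = reference inhibitor wells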
SUMO1 PPI mod = SUMO1-SIM interaction modulation; P63165; SUMO1 binding to a labelled peptide, TR-FRET, 1 h; inhibition, % at 20 µM; hit rate 0.33% among 360,000; in the data active = inhibition above about 37%
NadD block = inhibitors of Staphylococcus aureus NadD; purified NadD enzyme, colorimetric absorbance read-out; inhibition, % at 20 µM; hit rate 0.78% among 360,000; AID 602399; in the data active = inhibition above about 26%; note: some compounds past the cut are filed as inactive
Scp1 inh = inhibitors of human Scp-1 phosphatase | Recombinant Scp1, phosphopeptide, malachite green phosphate absorbance | hit rate 0.88% among 340,000 | Q9GZU7 | inhibition, % at 20 µM;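 active = inhibition above about 50% at 20 µM, limit read from the data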;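 note: plate controls were DMSO wells with enzyme for no effect and wells lacking enzyme for full effect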
Target sequence (Q9GZU7 76-261 limits assumed): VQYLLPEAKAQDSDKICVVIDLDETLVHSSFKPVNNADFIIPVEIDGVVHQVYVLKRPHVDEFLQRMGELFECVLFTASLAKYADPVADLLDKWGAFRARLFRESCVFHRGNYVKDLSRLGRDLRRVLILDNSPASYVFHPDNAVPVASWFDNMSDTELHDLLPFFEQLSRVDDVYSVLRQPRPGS
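Test system – truncated SCP-1 phosphatase (76-261aa) · Reagent – Phosphorylated 17-residue peptide substrate · Incubation – 45 min room-temperature reaction, 5 min colour, 30 min stabiliser · Detection – colorimetric phosphate reagent with accelerator and stabiliser, absorbance at 630 nm · Measure – % inhibition at 20 µM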
DNMT1 block = inhibitors of human DNMT1. inhibition (reported as % activation of signal), % at 10 µM. DNMT1 molecular beacon, Hinp1I cleavage, fluorescence. hit rate 0.83% among 360,000. AID 588458; in the data active = inhibition above about 50%
Tb MetRS inh = Trypanosoma brucei MetRS inhibition. inhibition, % at 11.9 µM. AID 624268. hit rate 0.4% among 360,000. purified T. brucei MetRS, ATP depletion, Kinase-Glo luminescence;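 active = inhibition above a per-plate cutoff of the control wells' mean inhibition plus 3 SD, cut at about 5.5% in these data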;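 note: 0% = DMSO wells median and 100% = median of wells with control inhibitor compound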
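Dosing: 11.9 µM single point; system: parasite MetRS enzyme; technique: luminescence of leftover ATP; times: 15 min enzyme-compound preincubation, 2 h reaction, 10 min detection, 25 °C; replicates: each compound tested once; read-out basis: percent inhibition relative to median high and low control wells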
CSN inh = CSN deneddylation inhibition; Q92905; Purified CSN, SCF-Nedd8-OG deneddylation, fluorescence polarization; inhibition, % at 12.5 µM; hit rate 0.38% among 360,000; AID 651999;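 active = pattern-corrected inhibition above about 35%, with an unprinted fluorescence ratio check between 0.5 and 1.5, limit read from the data, passing the limit was not always enough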;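 note: 0% = enzyme with substrate and 100% = substrate without enzyme; some results filed as inactive read as strong as hits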
Target sequence (Q92905 whole entry, looked up, one chain of several): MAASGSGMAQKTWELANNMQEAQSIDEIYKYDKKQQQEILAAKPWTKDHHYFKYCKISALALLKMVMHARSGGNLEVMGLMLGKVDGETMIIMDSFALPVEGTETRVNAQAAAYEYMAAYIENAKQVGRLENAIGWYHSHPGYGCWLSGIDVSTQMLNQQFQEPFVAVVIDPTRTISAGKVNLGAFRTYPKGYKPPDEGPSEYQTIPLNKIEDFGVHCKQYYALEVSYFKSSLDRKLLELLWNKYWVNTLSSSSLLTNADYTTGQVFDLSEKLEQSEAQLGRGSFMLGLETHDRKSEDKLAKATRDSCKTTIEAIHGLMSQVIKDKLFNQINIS
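Assay system: purified human Csn5 enzyme expressed in HEK293T cells; Input: 0.24 nM Csn5 enzyme, final concentration; Reagent: 10 nM SCFSkp2-Nedd8OG; Compound dosing: 12.5 µM single point; Times: reaction 90 min, room temperature; Technique: fluorescence polarization readout.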
Rpn11 inh = inhibitors of human proteasome Rpn11. O00487. hit rate 0.59% among 360,000. calls only at 20 µM. human 26S proteasome, Ub4-pepOG fluorescence polarization; 20S core pre-blocked with epoxomicin. AID 588493;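 active = inhibition at 20 µM, scaled to each plate's controls, above about 33%, limit read from the data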
Target sequence (O00487 whole entry, looked up): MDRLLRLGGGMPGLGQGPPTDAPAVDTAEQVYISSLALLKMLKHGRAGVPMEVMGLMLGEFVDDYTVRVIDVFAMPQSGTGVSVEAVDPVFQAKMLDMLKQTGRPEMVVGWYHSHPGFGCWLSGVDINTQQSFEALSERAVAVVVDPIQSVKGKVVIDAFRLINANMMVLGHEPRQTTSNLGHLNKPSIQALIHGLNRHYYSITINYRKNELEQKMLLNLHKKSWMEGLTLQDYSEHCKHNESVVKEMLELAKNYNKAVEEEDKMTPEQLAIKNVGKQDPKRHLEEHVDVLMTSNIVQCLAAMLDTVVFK
Starred values were filed as active, the others as inactive; i = inactive; nt = no result given.

SMILES	STEP block	LMPTP block	MsrA inhibitor	SUMO1 PPI mod	NadD block	Scp1 inh	DNMT1 block	Tb MetRS inh	CSN inh	Rpn11 inh
COC(=O)C1=C[C@@H](C(=O)OC)[C@@H]2C3=C(C(=O)[C@@]2(C)NC(=O)c2ccccc2)[C@H](c2ccccc2)[C@@H]2C(=O)NC(=O)[C@@H]2[C@@H]3C1	-1	-1.5	-0.7	-5	-4	-6	0	0.1	-2	i
COc1cccc(CN(C)C(=O)c2cccc(S(=O)(=O)N3CCN(c4ccc(F)cc4)CC3)c2)c1OC	3	2.9	-1.7	4	2	-5	-3	-0.4	-4	i
COc1ccc(-c2n[nH]c(C)c2-c2ccc(Cl)cc2)c(O)c1OC	-3	0.7	0.2	5	4	-13	0	-0.7	2	i
CC(=O)c1nc(N2C(=O)CC(Cc3ccc(C)cc3)C2=O)sc1C (stereo not drawn)	-1	-0.6	1.7	-1	-4	-3	1	-0.2	-2	i
CN1CCN(NC(=O)Nc2ccc(F)cc2)CC1	-1	0.3	0.2	1	2	-7	1	-0.5	-1	i
Cc1cc(NC(=O)C23CCC(C)(C(=O)O2)C3(C)C)no1 (stereo not drawn)	1	-0.2	0.5	0	-6	-6	2	-0.4	-1	i
COc1ccccc1N1CCN(C(=O)C(=O)c2cn(CC(=O)N3CCCCCC3)c3ccccc23)CC1	1	2.1	0.9	-11	4	-7	-5	-0.5	-1	i
Cc1ccc(C)c(C(O)c2ncc(-c3ccccc3Cl)[nH]2)c1 (stereo not drawn)	-4	1.5	0.1	5	-10	nt	1	-0.1	-1	i
CC(C)c1nc(C(N)=O)c2[nH]c(=O)n(-c3ccc(F)cc3)c2n1	3	-0.6	-1.2	0	2	-5	1	0.1	1	i
COc1ccc2c(c1OC)C(=O)N1C2SC(C)(C)[C@H]1C(=O)NC1CCCC1 (stereo partly drawn)	-2	-3.0	2.3	1	0	12	1	-0.2	1	i
Cc1ccc(C(=O)OCC(=O)c2ccc(S(=O)(=O)N3CCCCC3)cc2)o1	-1	1.0	-0.1	2	-2	3	2	-0.3	-5	i
N/C(=N\N=Cc1ccc2c(c1)OCO2)NN=Cc1ccc2c(c1)OCO2	6	35	2.5	2	28	-8	3	-0.1	4	i
COc1ccc(/C(O)=C2/C(=O)C(=O)N(Cc3cccnc3)C2c2ccccn2)cc1 (stereo not drawn)	-1	-1.3	3.7	-6	-1	3	-1	-0.8	-2	i
Cc1cc([N+](=O)[O-])ccc1-c1ccc(/C=N/NC(=O)Cc2ccccc2)o1	0	1.2	-0.4	-10	15	-4	5	-0.3	-10	i
CCCS(=O)(=O)N1CCCC(C(=O)NCCCN(CC)c2cccc(C)c2)C1 (stereo not drawn)	-7	-0.3	1.0	-1	-7	-12	0	-0.8	3	i
S=C(Nc1ccccc1Cl)N(Cc1cccnc1)Cc1ccco1	4	-0.9	-0.9	3	1	-2	0	0.7	2	i
CCn1c(C)nnc1SCC(=O)Nc1cccc(C(F)(F)F)c1	1	-0.9	0.1	2	0	-6	-2	-0.2	-4	i
CCN1CC(CN(C)Cc2nc(-c3ccc(OC)c4ccccc34)oc2C)CC1=O (stereo not drawn)	0	0.6	0.9	-8	-8	-5	-6	0.2	-1	i
C=CCn1c(-c2ccccc2)n[nH]c1=S	-1	-1.1	-0.4	3	-2	-5	6	-0.1	-1	i
O=Cc1cn(CCC(=O)O)nc1-c1cccc(Cl)c1	1	-1.2	0.8	1	1	-8	2	0.3	-15	i
CC(C)(C)C1CCC(=NOC(=O)c2ccc(F)cc2)CC1 (stereo not drawn)	4	0.6	1.1	4	-6	-5	15	-0.9	-2	i
Fc1ccc(-c2nc3c(Cl)cc(C(F)(F)F)cn3c2Cl)cc1	0	-0.4	-0.1	4	-4	-4	3	0.0	-4	i
COc1ccc(C2C(C(=O)OCC(=O)NC(C)(C)C)CCC(=O)N2c2ccc(C)cc2)cc1OC (stereo not drawn)	0	-0.1	0.1	0	0	-3	-5	-0.4	-4	i
COc1ccc(NC(=O)COC(=O)c2ccc3ccccc3n2)c(OC)c1	1	0.4	-0.3	-17	-7	-7	1	0.4	-1	i

Sorted by value in Tb MetRS inh (lowest first): three from the list above.
Structure	LMPTP block	MsrA inhibitor	SUMO1 PPI mod	NadD block	Scp1 inh	DNMT1 block	Tb MetRS inh	CSN inh	Rpn11 inh
Cc1cc([N+](=O)[O-])ccc1-c1ccc(/C=N/NC(=O)Cc2ccccc2)o1	1.2	-0.4	-10	15	-4	5	-0.3	-10	i
CCn1c(C)nnc1SCC(=O)Nc1cccc(C(F)(F)F)c1	-0.9	0.1	2	0	-6	-2	-0.2	-4	i
O=Cc1cn(CCC(=O)O)nc1-c1cccc(Cl)c1	-1.2	0.8	1	1	-8	2	0.3	-15	i

(cont.)
SMILES	STEP block	LMPTP block	MsrA inhibitor	SUMO1 PPI mod	NadD block	Scp1 inh	DNMT1 block	Tb MetRS inh	CSN inh	Rpn11 inh
O=C(COC(=O)c1c2c(nc3ccccc13)CCCC2)c1cccs1	3	1.9	0.0	1	4	0	-14	0.2	0	i
NC(=O)C1CCN(C(=O)c2cc(S(=O)(=O)N3CCN(c4ccccc4)CC3)ccc2Cl)CC1	-1	-2.4	0.3	0	-5	-10	-1	-0.4	-2	i
O=C1c2ccc3c4c(ccc(c24)C(=O)N1CCCCO)C(=O)N(CCCCO)C3=O	2	0.7	1.6	1	2	-8	20	0.5	-14	i
Cc1cccc(CSc2nnc(CCCCCNC(=O)OC(C)(C)C)o2)c1	-2	-1.3	-0.2	4	-11	-11	1	-0.2	3	i
CCOC(=O)N1CCN(C(=O)c2cccn3c(=O)c4cc(Br)ccc4nc23)CC1	0	-1.2	-1.1	-13	-3	2	-1	-0.4	-2	i
COc1ccc(/C=N/n2c(-c3ccccc3)n[nH]c2=S)cc1	0	0.2	-0.1	-3	11	-5	2	0.2	4	i
CCCCNC(=S)NC1CCCC1	-1	-0.9	-1.4	1	5	0	2	-0.5	2	i
COc1ccc(C(O)c2ncc(-c3ccc4ccccc4c3)[nH]2)cc1 (stereo not drawn)	3	1.4	0.3	-24	0	nt	-1	0.1	-3	i
CCOc1ccc(CNC(=O)CN2C(=O)CSc3ccc(S(=O)(=O)N4CCOCC4)cc32)cc1	-3	-1.3	-0.6	0	-5	nt	6	0.0	4	i
Cc1ccc(OC(=O)C23CC4CC(CC(C4)C2)C3)c(C)n1	0	2.2	0.4	1	1	2	3	-1.0	-3	i
CC(=O)c1ccc(NC(=O)CSc2nc3nn(-c4ccccc4)c(=O)c-3c3n2CCCCC3)cc1	-1	3.3	-0.6	-1	14	-5	-4	-0.2	-1	i
COc1ccc(CN=CC2=C(O)CC(C)(C)CC2=O)cc1	-1	-1.8	0.4	-1	-1	-6	0	-0.6	0	i
COc1cc(OC)cc(C(=O)n2cnnc2N)c1	-9	-0.9	-0.5	-1	-2	-7	4	-0.3	-2	i
COc1ccc(C2(C(=O)c3ccccc3)C(=O)c3ccccc3C2=O)cc1	2	0.5	nt	-8	-1	-15	-5	-0.3	4	i
Cc1nnc2sc(SCc3ccc(Br)cc3)nn2c1=O	1	0.8	-0.2	2	1	-11	0	0.0	-1	i
NC(=O)CSc1nnc2ccc(-c3ccc(F)cc3)nn12	2	-1.8	-0.7	-29	-10	2	2	0.0	-1	i
CC1(C(=O)O)CCC(C(=O)Nc2cccc(F)c2)C1(C)C (stereo not drawn)	-3	-2.3	-1.0	-5	-2	-2	1	-0.7	2	i
Cc1ccc(CNC(=O)Cc2ccc(NC3=NC4CS(=O)(=O)CC4S3)cc2)cc1 (stereo not drawn)	0	-1.1	0.7	2	0	2	4	-0.3	-3	i
COc1ccc(Nc2ncnc3ccc(Br)cc23)c(OC)c1	1	0.9	1.1	7	-3	-5	-2	-0.6	-2	i
Cc1nc(CSc2nnc(N)s2)cs1	-2	-1.0	-1.2	0	1	-3	-3	-0.2	-1	i
CCCC[C@@H]1Cc2[nH][nH]c(=O)c2[C@H](c2cccc3ccccc23)O1	nt	-0.1	-1.2	3	9	nt	nt	0.3	-7	nt
CCn1nnc2cc(C(=O)Nc3ccc(C(=O)OC(C)C)cc3)ccc21	-2	0.4	1.1	2	0	-5	-4	0.3	3	i
COc1ccc(N2CCN(C(=O)c3ccc(N(C)S(=O)(=O)c4ccc(OC)cc4)cc3)CC2)cc1	2	0.7	0.2	0	-3	3	-3	0.5	-5	i
CC1(C)OC(=O)C2=C(C[C@@H](C3CC3)O[C@H]2CCc2cccc(Cl)c2)O1	nt	3.3	-0.4	4	1	nt	nt	-0.8	-1	nt
Cc1cc(C)nc(NC2=NCCN2C(=O)NC2CCCCC2)n1	-3	-0.4	-1.3	-2	1	32	0	-0.7	-3	i
COc1ccc(CCNC(=O)c2ccccc2NC(=O)CN2CCN(c3ccccc3O)CC2)cc1	0	1.3	1.6	7	-1	-8	-8	0.1	-2	i
CC(NC(=O)CCSCCC(=O)NC(C)c1ccccc1)c1ccccc1 (stereo not drawn)	-1	-1.9	-0.9	-2	-2	-2	-1	0.2	-8	i
O=C(Nc1ccccc1F)c1ccc2snnc2c1	-3	0.2	1.0	-33	2	-8	-2	0.0	-7	i
CCOC(=O)CNC(=S)N(CCCN1CCCCC1)Cc1cccs1	2	-0.9	0.2	-4	-4	-1	1	-0.5	4	i
O=S(=O)(NCC(O)c1ccccc1)c1ccc(-c2ccccn2)s1 (stereo not drawn)	-1	-0.4	2.6	-7	-7	-3	1	-0.3	0	i
O=C(c1ccc(F)cc1)C(C(=O)N1CCCCC1)n1ccccc1=O (stereo not drawn)	-4	-0.5	0.2	3	-6	-7	0	-0.3	-7	i
COc1ccc(NC(=O)CSc2nnc(Cn3c(=O)sc4ccccc43)n2C)cc1OC	-2	-1.5	0.0	3	-2	-1	1	-0.2	0	i
CCOc1ccc(NC(=O)CC2C(=O)N(c3ccc(OCC)cc3)C(=S)N2C2CC2)cc1 (stereo not drawn)	-1	2.4	-1.1	2	-9	-13	-2	0.0	2	i
O=C(Nc1cc(S(=O)(=O)N2CCCCC2)ccc1Cl)C1=NN(c2ccccc2)C(=O)CC1	1	0.1	-1.0	2	-1	-12	0	-0.1	2	i
Cn1c(SCC(=O)Nc2ccc(N3CCOCC3)cc2)nnc1-c1ccco1	-2	-0.2	-0.5	1	-1	-6	2	-0.3	5	i
Cc1cc(C)c(S(=O)(=O)N(C)CC(=O)N2CCCC2)c(C)c1	1	-2.0	0.5	0	0	nt	4	-0.3	-1	i
O=C(Cn1cnc(Cl)c1Cl)c1ccc(F)cc1	-3	-1.2	0.2	2	-2	-13	-2	-0.5	1	i

Rows were taken by chance. About 3.9% of those tested had a hit in this group.
